Wnt bcat act: activators of Wnt/beta-catenin signaling; activation, % at 9.35 µM; Wnt/beta-catenin reporter cell assay, activator, plate reader; 1.2% of 300,000 active; in the data active = activation above about 30%, passing the limit was not always enough; inconclusive = no clear call, values can overlap the other calls;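 also: 0% = neutral control wells and 100% = positive control wells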
CAL PDZ FP-1: human CAL PDZ-peptide interaction inhibition | Q9HD26 | purified CAL PDZ, TMR-peptide fluorescence polarization, 1 h | inhibition, % at 20 µM | 0.02% of 330,000 active | AID 504414;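 active = highest replicate inhibition of at least 40%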;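 also: plate controls were DMSO neutral control wells for no effect and unlabeled competitor peptide control wells for full effect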
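Assay system – tagged CAL PDZ protein CerCALP, purified · Timing – 1 h at RT · Compound – single point, 20 µM · Measured by – fluorescence polarization from S- and P-plane intensities, G-factor corrected · Evaluation – inhibition from polarization loss · Probe or stimulus – TMR reporter peptide T*-PRC34 · Buffer or medium – pH 7.4 phosphate-saline buffer, reducing agent, detergent, IgG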
SR-BI DiI inh: inhibitors of mouse SR-BI mediated HDL lipid uptake; ldlA[mSR-BI] CHO cells, DiI-HDL uptake fluorescence, 3 h; inhibition, % at 12.5 µM; 0.96% of 320,000 active; AID 488896;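 active = mean replicate inhibition of at least 70% and a set share of replicates each scoring 70 or more; inconclusive = meets just one of the two criteria; inactive = fails both criteria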;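 also: 0% = median of neutral control wells and 100% = median of positive control wells; values of inactives mirror those of a sister screen read the other way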
Target sequence (Q61009 whole entry, looked up): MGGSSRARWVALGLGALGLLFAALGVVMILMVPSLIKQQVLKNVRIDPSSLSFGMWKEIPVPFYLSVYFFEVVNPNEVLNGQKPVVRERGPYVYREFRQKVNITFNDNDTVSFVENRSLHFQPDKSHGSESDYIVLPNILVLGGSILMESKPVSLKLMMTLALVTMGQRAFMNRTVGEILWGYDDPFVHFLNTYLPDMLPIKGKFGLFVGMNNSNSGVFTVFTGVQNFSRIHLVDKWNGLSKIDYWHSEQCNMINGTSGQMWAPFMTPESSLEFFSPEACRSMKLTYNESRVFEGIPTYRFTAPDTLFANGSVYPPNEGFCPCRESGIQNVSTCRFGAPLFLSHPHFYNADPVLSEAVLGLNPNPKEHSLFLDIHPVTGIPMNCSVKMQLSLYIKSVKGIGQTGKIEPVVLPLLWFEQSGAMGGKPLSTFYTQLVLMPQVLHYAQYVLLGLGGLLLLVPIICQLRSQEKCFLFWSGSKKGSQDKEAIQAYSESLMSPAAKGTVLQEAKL
Tat export inh: E. coli Tat transport inhibition; E. coli MC4100 TorA-mCherry Tat export, fluorescence; inhibition, % at 10 µM; 0.036% of 340,000 active; AID 488895;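 active = mean replicate inhibition at least 50% and at least half of replicates individually reaching 50%; inconclusive = only one of the two criteria met; inactive = neither criterion met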;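 also: exported cargo escapes ClpAP degradation while cytoplasmic cargo is degraded and loses fluorescence; 0% = median of neutral control wells and 100% = median of NaSCN control wells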
CAL PDZ FP-2: inhibitors of human CAL PDZ peptide binding; purified CAL PDZ, TMR-peptide fluorescence polarization, 1 h; 0.92% of 300,000 active; AID 602252; inhibition, % at 24.9 µM; Q9HD26;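 active = mean inhibition of at least 30% with at least half of replicates also reaching 30%; inconclusive = no clear call, values can overlap the other calls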;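 also: 0% = DMSO neutral control and 100% = excess unlabeled competitor peptide PRC23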
MITF TRPM1 HTS: activators of MITF-driven TRPM1 promoter activity in SK-MEL-5 cells | SK-MEL-5 TRPM1-promoter luciferase, 24 h; % of positive control, neutral wells = 0 | activation, % at 12.5 µM | 0.75% of 300,000 active | AID 588334;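 active = mean activation of at least 80% with every replicate also reaching 80%; inconclusive = mean reaches 80% but some replicate falls short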;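 also: 0% = neutral control wells and 100% = parthenolide positive control wells; values of inactives mirror those of a sister screen read the other way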
phage Ecoli inh: E. coli growth loss with phage present. AID 651602. growth absorbance. inhibition, % at 11.9 µM. 0.26% of 360,000 active; in the data active = inhibition above about 11%
E coli growth: bacterial growth inhibition, counter-screen for AddAB inhibitors; inhibition, % at 11.9 µM; 0.27% of 330,000 active; E. coli V3065 growth, OD600 absorbance, 18 h;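 active = inhibition above the campaign's mean inhibition across all tested compounds plus 3 SD, cut at about 9.9% in these data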;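 also: uninfected addAB+ strain grown without phage in ampicillin broth; 0% = DMSO wells and 100% = ciprofloxacin 0.95 µg/ml wells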
SR-BI DiI-HDL act: activators of SR-BI mediated HDL lipid uptake; activation, % at 12.5 µM; 0.096% of 320,000 active; CHO ldlA[mSR-BI] cells, DiI-HDL uptake fluorescence, 3 h; 100 = double the neutral-control signal; AID 504775;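 active = mean replicate activation of at least 60% and every replicate at or above 60%; inconclusive = mean or all-replicate condition met, but not both; inactive = mean below 60% and not all replicates reaching 60%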;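 also: 0% = median plate neutral-control signal and 100% = twice that signal; values of inactives mirror those of a sister screen read the other way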
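Material – SR-BI-overexpressing, LDLR-lacking CHO cells · Medium – BSA-supplemented, HEPES-buffered Ham's F12, pH 7.4 · Doses – single concentration · Times – compound with DiI-HDL co-incubation, 3 h at 37 °C · Measured by – bottom-read fluorescence, 550/595 nm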
AddAB inh: less growth of phage-infected E. coli with AddAB. inhibition, % at 11.9 µM. 0.29% of 330,000 active. E. coli expressing H. pylori AddAB, absorbance growth; in the data active = inhibition above about 12%;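 also: 0% = vehicle wells of infected cells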
* hit, by the source's call; ? = inconclusive; . = no result given.

1: CCCCNC(=O)c1onc(CSc2ccccn2)c1C(=O)NCCCC
2: COc1ccc(C2CC(=O)C=C(NCCC(C)C)C2)cc1 (centres undefined)
3: O=C(COC(=O)c1ccncc1)c1ccccc1
4: CCOC(=O)Cc1c[nH]c(=S)[nH]c1=O
5: Cc1c(N=C2SCC(=O)N2c2c(C)n(C)n(-c3ccccc3)c2=O)c(=O)n(-c2ccccc2)n1C
6: Cc1ccc(NC(=O)C(OC(=O)c2cc(C)oc2C)c2ccccc2)cc1 (centres undefined)
7: CC(C)(C)CN1CCNC(=O)C1CC(=O)NC1Cc2ccccc2C1 (centres undefined)
8: CC(=O)Nc1sc(N/N=C/c2ccccc2F)nc1-c1ccc(C)cc1

Compound | 1 | 2 | 3 | 4 | 5 | 6 | 7 | 8
Wnt bcat act | -4.9 | -1.1 | -0.1 | 0.3 | -4.0 | 0.8 | -1.8 | 27.5
CAL PDZ FP-1 | 0.1 | -1.9 | 0.5 | -4.1 | -1.5 | -0.8 | -1.0 | 0.5
SR-BI DiI inh | 6.0 | 18.1 | -31.3 | -28.1 | -9.4 | -0.2 | 4.5 | ?
Tat export inh | 2.1 | 0.9 | 1.1 | -6.8 | -8.2 | 13.2 | 13.7 | -2.0
CAL PDZ FP-2 | -4.8 | -5.3 | -2.3 | -2.0 | -4.1 | -0.6 | -1.3 | -0.1
MITF TRPM1 HTS | 0.9 | 4.9 | 5.6 | 1.3 | -5.4 | 0.1 | -1.0 | 50.1
phage Ecoli inh | -0.9 | 3.3 | 0.9 | 0.4 | -1.4 | 2.5 | 3.6 | 2.0
E coli growth | 0.2 | -1.3 | 1.2 | -0.7 | -1.7 | 1.2 | -1.6 | -2.0
SR-BI DiI-HDL act | -6.0 | -18.1 | 31.3 | 28.1 | 9.4 | 0.2 | -4.5 | -70.1
AddAB inh | -0.2 | 4.1 | 1.4 | 1.1 | 1.5 | 1.5 | 2.6 | 1.0

9: c1ccc(-c2cn(-c3ccccc3)c3ncnc(NCCCN4CCOCC4)c23)cc1
10: CCOC(=O)c1cc2c(=O)[nH]ccc2nc1C(F)(F)F
11: NS(=O)(=O)c1c(Sc2ccccc2C(=O)O)ccc2ccccc12
12: CCCCCN(C(=O)CCC(=O)OCc1ccccc1Cl)c1c(N)n(CCCC)c(=O)[nH]c1=O
13: O=C(CNCc1ccc(F)cc1)Nc1cc(S(=O)(=O)N2CCOCC2)ccc1Cl
14: O=C(COC(=O)Cn1cnc2ccccc2c1=O)NNC(=O)c1ccc(Br)cc1
15: Cc1cc(C)n2nc(SCC(=O)c3ccc[nH]3)nc2n1
16: COc1cc(CNCc2cc(OC)c(OC)c(OC)c2)cc(OC)c1

Compound | 9 | 10 | 11 | 12 | 13 | 14 | 15 | 16
Wnt bcat act | -0.4 | -2.0 | 0.2 | -2.2 | -1.4 | -6.2 | . | -0.5
CAL PDZ FP-1 | -4.1 | -0.4 | -1.6 | -2.5 | -1.3 | 0.6 | -2.4 | -0.7
SR-BI DiI inh | 43.5 | -1.7 | -12.5 | 15.9 | 23.8 | -14.5 | 7.6 | -0.4
Tat export inh | -6.7 | -3.7 | 0.2 | 12.0 | 3.2 | 11.9 | 1.8 | -1.5
CAL PDZ FP-2 | -6.2 | 0.0 | -8.0 | -1.4 | -1.4 | -7.5 | 0.9 | -1.7
MITF TRPM1 HTS | 19.3 | 7.7 | . | 4.1 | -2.0 | -0.7 | . | .
phage Ecoli inh | -0.3 | 3.1 | -1.0 | 0.4 | -0.9 | 1.6 | 5.7 | 1.8
E coli growth | 0.4 | -1.4 | 1.5 | 0.6 | -0.6 | 0.0 | -0.6 | -0.9
SR-BI DiI-HDL act | -43.5 | 1.7 | 12.5 | -15.9 | -23.8 | 14.5 | -7.6 | 0.4
AddAB inh | 0.7 | 3.1 | 3.5 | 0.7 | 0.3 | 0.8 | 2.0 | 2.8

17: COc1ccc(CC(C)Nc2cccc(SC)c2)cc1 (centres undefined)
18: Cc1cc(C)n(CC(C)O)c(=O)c1C#N (centres undefined)
19: COc1ccc(CCNC(=O)CCCN2C(=O)c3ccccc3C2=O)cc1OC
20: CCN(C(=O)CSc1nnc(-c2ccncc2)n1Cc1ccccc1)C1CCS(=O)(=O)C1 (centres undefined)
21: CCN(C(=O)c1c(-c2ccccc2Cl)noc1C)C1CCCCC1
22: O=C(Nc1ccc2ccccc2c1)c1ccc(Cl)cc1
23: COc1ccc([N+](=O)[O-])c(OC)c1C(=O)Nc1ccc(F)cc1F
24: Cc1c(C(=O)Nc2ccccc2-c2ccccc2)cccc1[N+](=O)[O-]

Compound | 17 | 18 | 19 | 20 | 21 | 22 | 23 | 24
Wnt bcat act | -0.3 | -1.0 | . | -1.5 | -0.9 | -0.3 | 1.7 | .
CAL PDZ FP-1 | 0.6 | -0.1 | -1.9 | -0.3 | -1.8 | -2.7 | 0.8 | -2.5
SR-BI DiI inh | 14.6 | -32.4 | -0.5 | -20.2 | . | 20.8 | -9.0 | 20.1
Tat export inh | 4.1 | -3.2 | 4.7 | -5.0 | -5.1 | -4.7 | -2.0 | -2.0
CAL PDZ FP-2 | -0.1 | 4.6 | -3.7 | -3.5 | -1.3 | 10.0 | -2.2 | .
MITF TRPM1 HTS | . | 1.1 | -7.7 | -2.0 | -9.7 | . | . | -11.0
phage Ecoli inh | 3.1 | 3.2 | 1.9 | 0.5 | -0.2 | 0.1 | -3.4 | 1.3
E coli growth | . | 0.7 | 0.6 | 0.1 | 0.8 | 0.7 | 1.8 | -0.3
SR-BI DiI-HDL act | -14.6 | 32.4 | 0.5 | 20.2 | . | -20.8 | 9.0 | -20.1
AddAB inh | . | -0.8 | 1.7 | 0.7 | -0.3 | 1.3 | 1.5 | 0.3

By substructure: the entries above with a nitro group on carbon
23: COc1ccc([N+](=O)[O-])c(OC)c1C(=O)Nc1ccc(F)cc1F
24: Cc1c(C(=O)Nc2ccccc2-c2ccccc2)cccc1[N+](=O)[O-]

Compound | 23 | 24
Wnt bcat act | 1.7 | .
CAL PDZ FP-1 | 0.8 | -2.5
SR-BI DiI inh | -9.0 | 20.1
Tat export inh | -2.0 | -2.0
CAL PDZ FP-2 | -2.2 | .
MITF TRPM1 HTS | . | -11.0
phage Ecoli inh | -3.4 | 1.3
E coli growth | 1.8 | -0.3
SR-BI DiI-HDL act | 9.0 | -20.1
AddAB inh | 1.5 | 0.3

Further records:
25: Cc1c(NC(=S)NC(=O)C(c2ccccc2)c2ccccc2)cccc1C(=O)O
26: CCc1nnc(NC(=O)c2ccc(S(C)(=O)=O)cc2)s1
27: CNc1nc(C)c(C#N)c(-c2ccccc2)c1C(C)=O
28: COc1cccc(CNCC(=O)N2C(C)CCCC2C)c1 (centres undefined)
29: C/C(=N\NC(=O)c1nnn(-c2nonc2N)c1CN(C)c1ccccc1)c1ccccc1O
30: CN1CCN(CC(O)COCCOc2ccc(Br)cc2)CC1 (centres undefined)
31: Cc1ccc(Nc2c([N+](=O)[O-])ccc3c2=NC2(CCCCC2)N=3)cc1
32: CCOc1ccc(-c2[nH]ncc2Oc2ccccc2OCC)c(O)c1

Compound | 25 | 26 | 27 | 28 | 29 | 30 | 31 | 32
Wnt bcat act | -3.5 | 16.3 | -0.7 | . | -0.8 | . | 2.7 | .
CAL PDZ FP-1 | -0.6 | -2.1 | 0.8 | 0.5 | -3.3 | -0.2 | -1.6 | -1.2
SR-BI DiI inh | . | . | 21.0 | -27.6 | 4.7 | -9.8 | ? | 22.4
Tat export inh | -2.0 | 4.3 | -8.9 | 8.2 | 5.9 | -3.7 | 0.2 | 12.6
CAL PDZ FP-2 | -0.8 | -1.5 | 0.5 | . | -1.2 | 2.3 | -2.0 | -3.5
MITF TRPM1 HTS | . | 29.4 | -6.7 | 8.6 | -10.0 | -6.2 | -8.4 | -15.8
phage Ecoli inh | 2.9 | 2.6 | 1.9 | 0.7 | 4.6 | 0.2 | 0.7 | 4.5
E coli growth | 0.9 | 0.8 | 0.0 | 0.8 | 0.1 | 0.5 | 0.6 | 3.7
SR-BI DiI-HDL act | . | . | -21.0 | 27.6 | -4.7 | 9.8 | -70.1 | -22.4
AddAB inh | 0.5 | 1.2 | 1.7 | 1.7 | 6.4 | 4.8 | 3.4 | 4.6

33: CCOC(=O)N1CCN(C(=O)C(C)SCc2ccccc2)CC1 (centres undefined)
34: O=C(Nc1ccc(Cl)cc1)NC1(C(=O)NCCCN2CCOCC2)CCCCC1
35: Cc1cc(C)n2nc(C(=O)N3CCOCC3)nc2n1
36: COc1ccc(CCNC(=O)c2cc3c(=O)n4cccc(C)c4nc3n(Cc3ccco3)c2=N)cc1OC
37: Nc1nnc(SCc2ccc(F)cc2)s1
38: CCCCCC(=O)N1CC2(CC)CN(C(=O)CCCCC)CC(CC)(C1)C2=O
39: COc1ccc(NC(=O)Cc2c(Sc3ccccc3)c3ccccc3n2C)cc1
40: Cc1ccc(S(=O)(=O)CC(=O)Nc2ccccn2)cc1
41: CN=C1c2c(-c3ccccc3)c3cc(OC)ccc3n2CCN1C
42: O=C(Nc1c(Br)cc2c(c1Br)Cc1ccccc1-2)C(F)(F)F
43: CCn1c(CSc2nnc(-c3ccncc3)n2CCOC)nc2cc(C(=O)O)ccc21

Compound | 33 | 34 | 35 | 36 | 37 | 38 | 39 | 40 | 41 | 42 | 43
Wnt bcat act | -2.2 | . | 1.2 | -2.6 | . | 1.1 | -1.7 | -1.9 | . | . | -0.5
CAL PDZ FP-1 | -0.8 | -0.2 | 0.5 | -2.6 | -2.6 | -0.7 | -0.3 | -6.2 | -0.8 | -1.8 | 0.2
SR-BI DiI inh | 12.5 | 7.8 | -21.0 | 16.6 | -0.8 | -37.7 | 9.3 | -4.0 | 10.5 | 23.8 | -33.2
Tat export inh | -4.0 | -2.7 | 8.7 | 0.2 | 4.9 | 2.0 | 1.6 | -0.9 | 0.9 | 3.1 | -18.8
CAL PDZ FP-2 | 1.5 | . | 0.0 | -3.1 | . | -3.7 | 0.9 | -1.8 | -5.1 | -4.3 | -2.2
MITF TRPM1 HTS | -3.5 | . | . | -3.8 | 17.0 | 7.5 | -0.6 | -2.9 | 6.0 | -7.3 | -7.3
phage Ecoli inh | 1.9 | 2.3 | 0.6 | -0.2 | 4.6 | -0.7 | 2.3 | 0.5 | 3.8 | . | 3.8
E coli growth | 1.6 | -0.5 | -0.5 | -2.2 | -0.6 | 0.0 | 1.2 | -4.1 | 0.5 | . | -0.9
SR-BI DiI-HDL act | -12.5 | -7.8 | 21.0 | -16.6 | 0.8 | 37.7 | -9.3 | 4.0 | -10.5 | -23.8 | 33.2
AddAB inh | 2.8 | 1.3 | 0.8 | -0.8 | 1.0 | 2.2 | 3.0 | -0.3 | 2.9 | . | 1.6

Screens deposited in PubChem BioAssay by several laboratories.

This is a random part of the collection; 3.6% or so of the library scored in one or more.
